FBPA Giardia inh – qHTS Assay for Inhibitors of Fructose-1,6-bisphosphate Aldolase from Giardia Lamblia; purified Giardia FBPA; A8B2U2; AID 2451, 2010; Potency, µM (doses to about 59.6 µM), inactives show top-dose activity, negative = inhibition, most hits filed as inhibitors; 0.71% of 290,000 active; further: nearly all actives have a fitted effect of over 55% in size
Target sequence (A8B2U2 whole entry, looked up): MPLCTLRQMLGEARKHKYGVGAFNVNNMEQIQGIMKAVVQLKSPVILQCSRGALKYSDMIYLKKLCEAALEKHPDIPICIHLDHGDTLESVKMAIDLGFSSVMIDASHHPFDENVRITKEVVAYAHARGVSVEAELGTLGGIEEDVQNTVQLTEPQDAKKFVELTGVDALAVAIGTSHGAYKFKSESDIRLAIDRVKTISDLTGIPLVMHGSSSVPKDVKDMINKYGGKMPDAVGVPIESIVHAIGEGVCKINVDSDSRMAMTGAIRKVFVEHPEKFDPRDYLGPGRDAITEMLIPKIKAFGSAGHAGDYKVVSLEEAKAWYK
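40 nM FBPA preincubated 10 min at RT with compound (up to 57.5 uM final), then substrate plus GAPDH/TPI/NAD/arsenate coupling and diaphorase/resazurin added. Fluorescence read after 20 min at RT, 525/598 nm.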
AmpC no deterg – qHTS Inhibitors of AmpC Beta-Lactamase (assay without detergent). AmpC nitrocefin hydrolysis, absorbance 480 nm, 0.0001% Triton. Potency, µM (titrated, usually from 57.1 µM), without a hit: at the highest dose activity change, negative = inhibition, most hits filed as inhibitors. 0.52% of 330,000 active;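 further: plate controls were no compound for no effect and no enzyme for full effect; nearly all actives have a fitted effect of over 20% in size; some results filed as inactive show a strong effect at the top dose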
Target sequence (P00811 whole entry, looked up): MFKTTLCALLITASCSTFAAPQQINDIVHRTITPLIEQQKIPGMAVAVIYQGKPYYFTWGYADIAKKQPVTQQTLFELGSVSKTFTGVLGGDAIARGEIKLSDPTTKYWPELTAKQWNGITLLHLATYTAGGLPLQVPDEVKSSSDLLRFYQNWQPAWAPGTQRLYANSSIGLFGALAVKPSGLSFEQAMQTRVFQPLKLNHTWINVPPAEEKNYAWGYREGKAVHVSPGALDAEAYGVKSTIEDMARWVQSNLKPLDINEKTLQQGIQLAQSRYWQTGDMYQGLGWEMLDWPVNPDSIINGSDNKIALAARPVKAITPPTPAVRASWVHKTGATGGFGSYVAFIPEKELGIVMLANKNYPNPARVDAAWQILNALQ
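AmpC (5.3 nM in the dispensed reagent) in 20 mM phosphate pH 7.0 with 0.01% (detergent screen) or 0.0001% Triton X-100 was preincubated with compounds for 15 min at room temperature. Nitrocefin was then added from an 800 uM solution, and hydrolysis was followed at 480 nm.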
AMA1 RON2 block – qHTS for Inhibitors of AMA1-RON; Towards Development of Antimalarial Drug Lead: Primary Screen; Potency, µM (series often up to 58.2 µM), for inactives: at the top dose activity change, negative = inhibition, hits mostly inhibitors; AlphaScreen AMA1-biotinylated RON2 peptide binding; Plasmodium falciparum AMA1 (3D7) - RON2 peptide interaction; 0.2% of 360,000 active;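 further: 0% = vehicle wells and -100% = peptide control; nearly all actives have a fitted effect of over 45% in size; some results filed as inactive show a strong effect at the top dose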
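AMA1 (3D7) with his tag at 25 nM final met compounds first, then biotinylated RON2 peptide at 25 nM; detection used donor plus acceptor beads, 10 µg/mL apiece, read by AlphaScreen after 30 min at room temperature.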
AmpC detergent – qHTS Inhibitors of AmpC Beta-Lactamase (assay with detergent); P00811; 0.041% of 370,000 active; AmpC hydrolysis of nitrocefin, absorbance 480 nm, 0.01% Triton; Potency, µM (highest dose often 114 µM), for the others: top-dose activity change, negative = inhibition, usual class: inhibitors;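 further: 0% = no-compound wells and -100% = no-enzyme wells; nearly all actives have a fitted effect of over 25% in size; some results filed as inactive show a strong effect at the top dose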
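AmpC (5.3 nM in the dispensed reagent) in 20 mM phosphate pH 7.0 with 0.01% (detergent screen) or 0.0001% Triton X-100 was preincubated with compounds for 15 min at room temperature. Nitrocefin was then added from an 800 uM solution, and hydrolysis was followed at 480 nm.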
Starred values were filed as active, the others as inactive; ? = inconclusive; / = not tested or not shown; & = joins results of further samples; [ ] = dose if it differs, or a comment. The call rests on the fitted dose curve; in most records, active means well fitted curve in the direction sought with a large enough effect; inconclusive means small, poorly fitted or top-dose-only effect, or another doubt; inactive means no such curve, though single readings can be large; an effect the other way counts as inactive or inconclusive. Unless noted, on the % scale 0 is the no-effect control and ±100 the full control effect; potency means the concentration at half of the fitted maximal effect. Only part of the results is shown; rates above refer to the full screens.

SMILES | FBPA Giardia inh | AmpC no deterg | AMA1 RON2 block | AmpC detergent
COC(=O)CCC(=O)OC1(C)C(=O)C2=CN(CCc3c[nH]c4ccccc34)C(c3ccc(OC)cc3)=CC2=C(Br)C1=O (stereo not given) | -10.2%[12.9 µM] | / | -0.4% | /
O=C(OCC#CCSc1nnc(-c2cccc3ccccc23)s1)c1cccs1 | / | -22.1% | / | 2.3%
Cc1csc(CNc2ncnc3ccc(-c4ccc5c(ccn5C)c4)cc23)c1 | / | -22.1% | / | -2.5%
Oc1ccc(CNc2cccc(F)c2F)c2cccnc12 | / | -19.3% | / | -9.9%
Cc1cccc(CNc2ncnc3ccc(-c4cccc(C)c4)cc23)c1 | / | ? | / | ?
Cn1c2cc(B(O)O)sc2c2cnn(Cc3ccc(F)cc3F)c(=O)c21 | / | 3.55µM* | / | 3.55µM*
Cc1cccc(-c2ccc3ncnc(NCc4cc(C)cs4)c3c2)c1 | / | -40.3% | / | -11.7%
CN(Cc1ccco1)c1ncnc2ccc(-c3cccc(Cl)c3)cc12 | / | 46.6% | / | ?
COc1ccc(Nc2cc(O)c3ncccc3c2)cc1 | / | -29.6% | / | ?
CC1(C)C(=O)CC[C@@]2(C)[C@H]1CC[C@@]1(C)CC3=C(CC[C@@H]12)[C@@]1(C)CCC(=O)C(C)(C)[C@@H]1CC3 | / | -6.4% | / | -9.4%
Cn1c2cc(B(O)O)sc2c2cnn(Cc3ccccc3F)c(=O)c21 | / | 2.82µM* | / | 2.82µM*
Oc1ccc(COCc2ccc(F)cc2)c2cccnc12 | / | -39.3% | / | ?
C#CCOCCOCCOCCNc1nc(N2CCN(C(=O)CCCCCCCCCCNC(=O)[C@H]([C@@H](C)CC)n3cc(CCCCCN)nn3)CC2)nc(N2CCN(C(=O)CCCCCCCCCCNC(=O)[C@H]([C@@H](C)CC)n3cc(CCCCN=C(N)N)nn3)CC2)n1 | / | 307.1%[activator] | / | 11.3%
Cc1cccc(CNc2ncnc3ccc(-c4cccc(Cl)c4)cc23)c1 | / | ? | / | -9.9%
Cc1noc(C)c1CSCC(=O)Nc1ccccc1N1CCCCC1 | / | 17.5% | / | -2.0%
CC(C)[C@]1(c2ccccc2)ON(c2ccccc2C(F)(F)F)C1=O | / | -5.0% | / | 8.7%
COC(=O)c1ccc(NC(=O)c2ccc3c(c2)NC(=O)C2CCCN32)cc1 (stereo not given) | / | -11.2% | / | 1.1%
CCOC(=O)c1c(/C=N/Nc2ccccc2)c2sc(C)cc2n1C | / | -27.7% | / | -2.9%
CN(Cc1ccco1)c1ncnc2ccc(-c3ccc4c(c3)OCCO4)cc12 | / | -11.4% | / | ?
O=C(NCC#CCSc1nnc(-c2cccc3ccccc23)o1)c1cccs1 | / | -32.4%&-52.6% | / | ?
Cc1ccc(S(=O)(=O)Nc2ccc3c(c2)C(=O)N([C@H](C)CO)C[C@H](C)[C@@H](CN(C)Cc2ccc(-c4ccccc4)cc2)O3)cc1 | / | 127.3%[activator] | -8.9% | /
CCC(CN(C)C)Oc1cc(NCc2ccccc2)c2ncn(C(C)C)c2c1 (stereo not given) | / | 76.0%[activator] | -21.2% | /
COC(=O)[C@H](C)N(Cc1ccc(Cl)c(Cl)c1)S(=O)(=O)CCNC1CCCC1 | / | 78.2%[activator] | 8.3% | /
CC(C)(O)/C=C/C(=O)[C@](C)(O)C1[C@H](O)C[C@@]2(C)C3CC=C4C(C[C@H](O)[C@@H](O)C4(C)C)[C@]3(C)C(=O)C[C@]12C (stereo not given in full) | / | 2.1% | -3.9% | /
Nc1ncnc2c1ncn2[C@@H]1O[C@H](CNCc2ccc(-n3cccn3)cc2)[C@@H](O)[C@H]1O | / | -10.6% | -1.7% | /
SMILES | FBPA Giardia inh | AmpC no deterg | AMA1 RON2 block | AmpC detergent
COc1cc(OC)cc(-c2sc3ccc(OC)cc3c2-c2ccc(OCCN3CCCCC3)cc2)c1 | / | 27.3% | ? | /
O=C(NCc1cc(C(F)(F)F)ccc1Cl)c1cccc2c1C(=O)c1ccc(N3CCC(Cc4ccccc4)CC3)cc1S2(=O)=O | / | -19.4% | 1.5% | /
O=C(NCc1ccccc1Br)c1cccc2c1C(=O)c1ccc(-c3ccc(OC(F)(F)F)cc3)cc1S2(=O)=O | / | -27.5% | 8.2% | /
C[C@@H]1CN([C@@H](C)CO)C(=O)c2cc(NC(=O)Nc3ccccc3)ccc2O[C@H]1CN(C)C(=O)Nc1cccc2ccccc12 | / | 160.1%[activator] | -5.3% | /
NC1=NC[C@@H](CC2CCCCC2)N1CCc1cc(C(F)(F)F)cc(C(F)(F)F)c1 | / | 126.0%[activator] | 1.1% | /
CC(C)(C)NC(=O)C(c1ccc(-c2ccccc2)cc1)N(C[C@H]1CC[C@@H]([C@@H]2CC[C@H](CO)O2)O1)C(=O)c1ccc(-c2ccccc2)cc1 (stereo not given in full) | / | 136.1%[activator] | -19.8% | /
CC(=O)OCC1OC(OC2C[C@]3(C)C(CC(O)C4C([C@](C)(CCC=C(C)C)OC5OC(CO)C(O)C(O)C5O)CC[C@]43C)[C@@]3(C)CCC(O)C(C)(C)C23)C(O[C@@H]2OC(C)C(O)C(O)C2O)C(O)C1O (stereo not given in full) | / | 174.5%[activator] | 19.8% | /
CC(=O)Oc1ccc(C#C/C=C2\c3ccccc3C(=O)N2c2ccccc2)cc1 | / | -28.8% | 0.9% | /
O=C(C[C@H]1C[C@H](C(=O)N2CCCCC2)[C@@]2(CCc3ccccc3)c3[nH]c4ccc(Cl)cc4c3CCN2C1=O)NCCc1ccccn1 | / | 0.6% | 34.9%[activator] | /
C[C@H](CO)N1C[C@H](C)[C@@H](CN(C)CC2CCCCC2)Oc2c(NS(=O)(=O)c3cccs3)cccc2C1=O | / | 111.2%[activator] | -3.4% | /
COc1ccc2cc1Oc1ccc(cc1)C[C@H]1c3c(cc(OC)c4c3Oc3c(ccc5c3[C@H](C2)N(C)CC5)O4)CCN1C | / | -8.9% | -24.7% | /
COc1ccccc1NS(=O)(=O)c1cc(NC(=O)c2ccc(Cl)nc2)ccc1N1CCCC1 | / | -34.9% | -0.3%[11.6 µM] | /
COc1cccc(-c2sc3ccccc3c2-c2ccc(OCCN3CCCCC3)cc2)c1 | / | 4.7% | ? | /
CC(C)[C@H](CN1CCC[C@H]1CN1C(N)=NC[C@@H]1Cc1ccccc1)N1C[C@@H](Cc2ccccc2)N(CCc2ccc(Cl)c(Cl)c2)C1=N | / | 39.6% | 0.0% | /
CN[C@H](C)C(=O)NC[C@H]1O[C@@H](n2cnc3c(N)ncnc32)[C@H](O)[C@@H]1O | / | -29.5% | 11.8% | /
O=C(NCc1ccco1)c1cccc2c1C(=O)c1ccc(N3CCC(Cc4ccccc4)CC3)cc1S2(=O)=O | / | -47.4% | 7.5% | /
Nc1ncnc2c1ncn2[C@@H]1O[C@H](CNCc2cccn2-c2nccs2)[C@@H](O)[C@H]1O | / | -7.8% | -3.4% | /
CO[C@H]1CC[C@@]2(C)[C@@H](CC[C@@H]3[C@@H]2CC[C@@]2(C)[C@H]3C[C@H](C(=O)N[C@@H](CCCN=C(N)N)C(=O)NCC(=O)N[C@@H](CC(=O)O)C(N)=O)O[C@]23CCCO3)C1 | / | 240.5%[activator] | -2.6% | /
C=C1C(=O)O[C@@]23[C@H]1CC[C@@H](C)[C@@H]2CC[C@@]1(C)O[C@@H]31 | / | 0.2% | 10.2% | /
CC[C@]1(C(=O)OC)[C@H]2C(=O)N(Cc3ccccc3)C(=O)[C@H]2[C@H]2CN=C(SCc3ccc(Cl)cc3)N21 | / | 33.0% | -4.5% | /
CCC(CO)Oc1cc(NCc2cccc(Cl)c2)c2ncn(C(C)C)c2c1 (stereo not given) | / | 107.3%[activator] | -1.0% | /
C=C1[C@@H](O)[C@@H]2O[C@]3(CC[C@H](/C=C/[C@@H](C)[C@@H]4CC(C)=CC5(O[C@H](C[C@@](C)(O)C(=O)OC)CC[C@H]5O)O4)O3)CC[C@H]2O[C@@H]1[C@@H](O)C[C@H](C)[C@H]1OC2(CCCCO2)CC[C@H]1C (stereo not given in full) | / | 230.2%[activator] | 4.2% | /
Nc1ncnc2c1ncn2[C@@H]1O[C@H](CNC(=O)[C@@H](N)COCc2ccccc2)[C@@H](O)[C@H]1O | / | -16.7% | 20.1% | /
COc1ccc(OC[C@@H](O)CNC(=O)c2cccc3c2C(=O)c2ccc(-c4ccc(F)cc4OCc4ccccc4)cc2S3(=O)=O)cc1 | / | -11.0% | -6.8% | /
CNC[C@@H]1Oc2ccc(NS(=O)(=O)c3ccc(OC)cc3)cc2CC(=O)N([C@H](C)CO)C[C@@H]1C | / | 133.0%[activator] | 3.1% | /

Some of the entries so far, as labelled records.
Compound: CN[C@H](C)C(=O)NC[C@H]1O[C@@H](n2cnc3c(N)ncnc32)[C@H](O)[C@@H]1O
  FBPA Giardia inh: /	AmpC no deterg: -29.5%	AMA1 RON2 block: 11.8%	AmpC detergent: /
Compound: O=C(NCc1ccco1)c1cccc2c1C(=O)c1ccc(N3CCC(Cc4ccccc4)CC3)cc1S2(=O)=O
  FBPA Giardia inh: /	AmpC no deterg: -47.4%	AMA1 RON2 block: 7.5%	AmpC detergent: /
Compound: Nc1ncnc2c1ncn2[C@@H]1O[C@H](CNCc2cccn2-c2nccs2)[C@@H](O)[C@H]1O
  FBPA Giardia inh: /	AmpC no deterg: -7.8%	AMA1 RON2 block: -3.4%	AmpC detergent: /
Compound: CO[C@H]1CC[C@@]2(C)[C@@H](CC[C@@H]3[C@@H]2CC[C@@]2(C)[C@H]3C[C@H](C(=O)N[C@@H](CCCN=C(N)N)C(=O)NCC(=O)N[C@@H](CC(=O)O)C(N)=O)O[C@]23CCCO3)C1
  FBPA Giardia inh: /	AmpC no deterg: 240.5%[activator]	AMA1 RON2 block: -2.6%	AmpC detergent: /

Further entries.
SMILES | FBPA Giardia inh | AmpC no deterg | AMA1 RON2 block | AmpC detergent
CCn1c(C)cc(C(=O)COC(=O)c2ccccc2[N+](=O)[O-])c1C | / | -23.2% | -7.6%[11.6 µM] | /
CC(C)[C@H](CN1CCC[C@H]1CN1C(N)=NC[C@H]1C(C)C)N1C[C@@H](Cc2ccccc2)N(CCCC2CCCC2)C1=N | / | 87.8%[activator] | -5.5% | /
COc1ccc(C=NNc2ccc(S(=O)(=O)Nc3ccccc3C(=O)O)cc2[N+](=O)[O-])c(OC)c1 | / | -12.4% | ? | /
CC(C)C[C@H](NC(=O)c1nc[nH]c1C(=O)N[C@@H](CCCCN)C(=O)OC(C)(C)C)C(=O)OC(C)(C)C | / | 222.8%[activator] | 88.9%[activator] | /
COc1ccc(-c2ccc3c(c2)S(=O)(=O)c2cccc(C(=O)NCc4cc(C)oc4C(F)(F)F)c2C3=O)cc1OC | / | -30.2% | -1.2% | /
COc1cccc(-c2sc3ccc(OC)cc3c2-c2ccc(OCCN3CCCCC3)cc2)c1 | / | 74.7%[activator] | ? | /
CC(C)(C)OC(=O)NCc1ccc(NC(=O)c2nc[nH]c2C(=O)NCCCNC(=O)c2[nH]cnc2C(=O)Nc2ccc(CNC(=O)OC(C)(C)C)cc2)cc1 | / | -24.8% | 148.2%[activator] | /
COc1ccc(CN2C[C@H]3CCCN3c3cc(Br)ccc3S2(=O)=O)cc1 | / | 20µM* | 1.6% | /
Nc1ncnc2c1ncn2[C@@H]1O[C@H](CNCc2ccccc2)[C@@H](O)[C@H]1O | / | -16.7% | 9.0% | /
CC(C)(C)NC(=O)C[C@H]1C[C@H](C(=O)N2CCOCC2)[C@@]2(CCC3CCCC3)c3[nH]c4cc(-c5ccco5)ccc4c3CCN2C1=O | / | 183.0%[activator] | -17.2% | /
Cn1c(N)c(C(=O)COC(=O)c2ccccc2C(=O)c2ccc(Cl)c([N+](=O)[O-])c2)c(=O)n(C)c1=O | / | 108.2%[activator] | -2.5% | /
